Bioassay records (PubChem BioAssay)
WT yeast gro inh = growth inhibition of WT strain, primary screen, mitochondrial fusion inhibitor project, WT and mutant strains, chemical genetic; mitochondrial fusion phenotypic screen; inhibition, % at 10 µM; 190,000 tested, 2.1% active; AID 1362, 2008; in the data active = inhibition above about 58%; tested in S. cerevisiae
GPR35 antagonists = GPR35 antagonists blocking zaprinast-driven arrestin recruitment, primary screen, imaging, U2OS, beta-arrestin-GFP, zaprinast agonist (AID 2058). one-dose inhibition, % at 10 µM; IC50 in µM for titrated hits. G-protein coupled receptor 35 (Homo sapiens). U2OS GPR35 beta-arrestin-GFP translocation imaging, zaprinast antagonism; higher % means a stronger effect. 290,000 tested, 0.052% active;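 active = inhibition of at least 50% with at least 30 cells and total cytoplasm GFP at most 10,000,000; inconclusive = under 30 cells or total GFP of 10,000,000 plus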
Autophagy mod = autophagy modulators in MEF cells, primary screen, imaging, high-content, MEF GFP-LC3; MEF GFP-LC3 puncta imaging; test concentration mostly 10 µM; calls only at 10 µM (by protocol); 190,000 tested, 0.98% active; AID 463193, 2010;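 active = percentage of spot-positive cells more than 3 SD above its plate mean, without a fluorescence outlier flag or 80% toxicity; inconclusive = no clear call, values can overlap the other calls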;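 note: spot-positive cell cutoff set from DMSO-treated cells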
K1F lysis inhibition = inhibition of K1F phage lysis, E. coli UTI89, bacterial capsule biogenesis inhibitors, alamar blue (AID 488966); inhibition, % at 100 µM, or IC50 in µM where a hit was titrated; 340,000 tested, 0.02% active; E. coli UTI89 K1F phage lysis, alamar blue, 2 h; higher % means a stronger effect;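 active = phage lysis inhibition, versus mean bacterial control, above a set limit; inconclusive = no clear call, values can overlap the other calls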;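 note: capsule biogenesis inhibitors block K1F phage lysis so surviving cells raise fluorescence; higher fluorescence means more inhibition of phage lysis; actives were called in the ten point dose series up to 300 µM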
NTR1 agonist = agonists of NTR1, primary screen, imaging, U2OS cells, beta-arrestin-GFP, high content (AID 493036) | 330,000 tested, 0.17% active | NTR1-U2OS beta-arrestin-GFP spot imaging, agonist mode | Neurotensin receptor type 1 (Homo sapiens), P30989 | activation, % at 20 µM;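 active = activation at or above 40% of the spot to cytoplasm intensity ratio, with at least 20 cells analyzed; inconclusive = wells under 20 cells, flagged as cytotoxic or low count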;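 note: 0% = DMSO without peptide and 100% = 100 nM NTR1 peptide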
Target sequence (P30989 whole entry, looked up): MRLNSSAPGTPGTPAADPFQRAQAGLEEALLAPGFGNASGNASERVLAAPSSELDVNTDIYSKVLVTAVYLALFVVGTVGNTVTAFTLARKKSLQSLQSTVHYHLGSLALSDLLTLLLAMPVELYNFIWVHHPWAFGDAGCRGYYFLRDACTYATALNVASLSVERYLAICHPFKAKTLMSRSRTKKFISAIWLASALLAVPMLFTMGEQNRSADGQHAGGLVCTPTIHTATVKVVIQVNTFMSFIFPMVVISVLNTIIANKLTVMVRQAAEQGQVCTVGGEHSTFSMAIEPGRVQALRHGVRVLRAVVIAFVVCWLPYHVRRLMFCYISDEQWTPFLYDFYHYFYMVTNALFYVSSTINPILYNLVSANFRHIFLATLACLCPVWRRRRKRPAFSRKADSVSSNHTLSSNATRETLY
LYP phosphatase = inhibitors of LYP phosphatase, biochemical, fluorescence intensity, uHTS (AID 1779) | 290,000 tested, 0.054% active | inhibition, % at 11.5 µM; hits with a dose series show IC50 in µM | recombinant LYP phosphatase, fluorescence intensity; higher % means a stronger effect | Tyrosine-protein phosphatase non-receptor type 22 (Homo sapiens); in the data active = inhibition above about 50%;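 note: plate controls were vehicle with enzyme for no effect and no enzyme for full effect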
RSV antiviral HEp-2 = RSV antiviral activity via CPE protection, HEp-2 cells, primary 10 µM value included (AID 2391); 310,000 tested, 0.13% active; HEp-2 cells, RSV-induced CPE inhibition; higher % means a stronger effect; CPE inhibition, % at 10 µM, or IC50 in µM where a hit was titrated; in the data active = a potency from the dose series; inconclusive = CPE inhibition mostly from about 23% at the one dose, without a potency; inactive = the rest, 99 in 100 with CPE inhibition below about 21%; note: strong numbers were not always called active
NS5 inhibitors = Dengue-2 NS5 methyltransferase inhibitors, primary screen, biochemical, confirmation dose response (AID 588689); Genome polyprotein (Dengue virus type 2 (strain 16681-PDK53)); Dengue-2 NS5 methyltransferase capping enzyme assay, biochemical; higher % means a stronger effect; inhibition, % at 25 µM, or IC50 in µM where a hit was titrated; 340,000 tested, 0.3% active; in the data active = a potency from the dose series; inconclusive = inhibition above about 29% without an active follow-up result
AID2073 = inhibitors of Mint1-CaV2.2 protein interaction, biochemical, HTRF (AID 2073); HTRF protein-protein interaction, Mint1-CaV2.2; higher % means a stronger effect; inhibition, % at 20 µM; hits with a dose series show IC50 in µM; 290,000 tested, 0.19% active; in the data active = inhibition mostly above about 51%, no sharp cut-off; inconclusive = no clear call, values can overlap the other calls; inactive = mostly below about 53%; note: some results filed as inactive read as strong as hits
WT yeast gro inh mutant strain = further read-out of WT yeast gro inh, marked with its call; inhibition, %; mitochondrial fusion phenotypic screen, mutant strain inhibition
Autophagy mod cell loss 18 h = second read-out of Autophagy mod, no call of its own (marks repeat the call); toxicity, %; measured here: cell loss, nuclei count;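 cell loss after 18 h compound exposure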
NTR1 agonist cell count 20 µM = second read-out of NTR1 agonist, no call of its own (marks repeat the call); cell count; measured here: cell count, cytotoxicity flag
NS5 inhibitors pilot replicate = recorded beside NS5 inhibitors, whose call it bears; inhibition, %; measured here: pilot screen replicate inhibition
An asterisk follows results filed as active; i = inactive; ? = inconclusive; . = not tested or not shown; [ ] = another dose, or the depositor's remark.

SMILES	WT yeast gro inh	WT yeast gro inh mutant strain	GPR35 antagonists	Autophagy mod	Autophagy mod cell loss 18 h	K1F lysis inhibition	NTR1 agonist	NTR1 agonist cell count 20 µM	LYP phosphatase	RSV antiviral HEp-2	NS5 inhibitors	AID2073	others
COc1ccc(OC)c(C(=O)Cn2nnc(-c3ccc(N4CCOCC4)cc3)n2)c1	.	.	-12%	.	.	0.3%	-0.1	65	1%	0.9%	0%	?
CC(C)=CCCC(C)CN1CCC(n2nccc2NC(=O)c2ccccc2)CC1 (stereo not given)	.	.	7%	.	.	0.3%	1.0	59	-10%	-2.3%	-5%	2%
COc1ccc2[nH]c(C(=O)N/N=C/c3ccc(O)cc3O)cc2c1	.	.	4%	.	.	-2.2%[50 µM]	2.0	99	0%	8.4%	-16%	11%
C=CCn1c(SCc2ccccc2)nc2c1c(=O)[nH]c(=O)n2C	.	.	3%	.	.	-1.1%	1.8	50	-1%	1.1%	-16%	-26%
c1ccc(NNC2=NCCCCC2)cc1	.	.	-3%	.	.	1.1%	-0.7	100	-12%	0.0%	-3%	2%
O=C(N=Nc1c(O)[nH]c2ccccc12)c1cccc(S(=O)(=O)Nc2ccccc2Cl)c1	6	6	-21%	i	-38	-0.2%	4.4	82	1%	1.8%	2%	6%
O=C(NCCCN1CCCC1=O)c1ccc(S(=O)(=O)Nc2ccccc2F)cc1	.	.	.	.	.	1.4%[50 µM]	-0.9	77	.	0.3%	3%	.
CN(C)N1C(N)=C(C#N)C(c2cccc([N+](=O)[O-])c2)C2=C1CC(C)(C)CC2=O (stereo not given)	.	.	-6%	.	.	0.1%	2.3	109	-9%	.	-4%	17%
O=C(NCC(=O)N(c1cccc(F)c1)C(C(=O)NC1CCCC1)c1ccncc1)c1ccco1 (stereo not given)	.	.	0%	.	.	-0.2%	0.5	40	-5%	1.2%	-8%	0%
CCOC(=O)c1sc2nc(C)n(N)c(=O)c2c1C	8	4	-6%	i	10	-0.1%	-0.3	46	-4%	0.1%	-7%	-4%
CCCc1cc(=O)[nH]c(SCC(=O)NN(c2ccccc2)c2ccccc2)n1	6	2	9%	i	2	-0.2%	2.2	50	-6%	0.8%	-4%	-7%
N#Cc1c(NC(=O)c2cc(-n3cnnc3)ccc2Cl)sc2c1CCCC2	3	7	0%	i	-1	1.9%[50 µM]	2.4	52	-7%	12%	-12%	-8%
CC(C)(C)NC(=O)c1ccc2c(c1)N(CC(=O)N1CCCCC1)C(=O)C(C)(C)O2	.	.	-11%	.	.	-1.1%	0.0	47	-11%	-0.5%	0%	-6%
COc1ccc(-c2ccnc3[nH]n(-c4ccccc4)c(=O)c23)cc1	.	.	-6%	.	.	0.5%	0.1	60	-7%	1.1%	.	-6%
Cn1c(C(O)C(O)c2ccccc2)nc2ccccc21 (stereo not given)	-10	-4	2%	i	-7	-0.1%	-1.2	73	-4%	2.4%	12%	0%
CN(C)C(=O)c1ccc(NC(=O)COC(=O)C2CCN(S(=O)(=O)c3ccc4c(c3)OCCO4)CC2)cc1	.	.	.	.	.	-1.3%	0.3	60	.	-1.9%	-8%	.
Cc1cc(N/N=C/c2ccc(N(C)C)cc2)nc(NCc2ccccc2)n1	.	.	-5%	.	.	.	30	60	-4%	0.9%	.	18%
O=C(NC1CCCCC1)C(=O)N(Cc1cccnc1)C(C(=O)NCc1ccco1)c1ccccc1 (stereo not given)	-3	-9	-2%	i	9	.	-0.7	61	-4%	0.0%	.	-3%
CCOC(=O)N1CCC(=NNc2ccnc3cc(Cl)ccc23)CC1	29	2	-2%	i	-3	i	1.5	79	0%	1.8%	.	-4%
CCCCNC(=O)CN1CCN(Cc2ccc3cc(OC)ccc3c2)CC1	.	.	10%	.	.	-0.2%	-1.0	88	-9%	4.7%	2%	11%
O=C(Nc1ccccc1)/C(=C/c1cccnc1)NC(=O)c1ccccc1	.	.	21%	.	.	0.1%	-1.0	43	-3%	0.0%	2%	6%
COc1cccc(/C=N/Nc2ncccc2[N+](=O)[O-])c1OC	.	.	16%	.	.	-2.5%	0.2	35	-4%	0.3%	-1%	-11%
CCOC(=O)c1[nH]c(C)c(CN(CCc2ccc(OC)c(OC)c2)C(=O)CCCC(=O)O)c1C	-8	-49	4%	i	17	-0.4%	-1.8	58	3%	-0.3%	-2%	-3%
CC(C)c1nnc(NC(=O)c2cc3ccccc3o2)s1	.	.	-2%	.	.	0.2%	1.5	44	3%	1.3%	-3%	10%
Cn1c(-c2ccc3c(c2)OCO3)cnc1NCc1ccccc1	-11	4	6%	i	11	1.1%	1.8	59	-8%	-1.6%	3%	-4%	NS5 inhibitors pilot replicate=5.0

Next section; it opens with the two that closed the last part.
SMILES	WT yeast gro inh	WT yeast gro inh mutant strain	GPR35 antagonists	Autophagy mod	Autophagy mod cell loss 18 h	K1F lysis inhibition	NTR1 agonist	NTR1 agonist cell count 20 µM	LYP phosphatase	RSV antiviral HEp-2	NS5 inhibitors	AID2073	others
CC(C)c1nnc(NC(=O)c2cc3ccccc3o2)s1	.	.	-2%	.	.	0.2%	1.5	44	3%	1.3%	-3%	10%
Cn1c(-c2ccc3c(c2)OCO3)cnc1NCc1ccccc1	-11	4	6%	i	11	1.1%	1.8	59	-8%	-1.6%	3%	-4%	NS5 inhibitors pilot replicate=5.0
Cc1ccc(CNC(=O)C(=O)NCC2OCCN2S(=O)(=O)c2ccc(Br)cc2)cc1 (stereo not given)	.	.	0%	.	.	0.6%	1.3	38	4%	7.8%	-3%	-3%
O=C(C(=O)N1CCN(c2ccccc2)CC1)c1cn(CC(=O)N2CCCCCC2)c2ccccc12	.	.	2%	.	.	-0.6%[50 µM]	0.0	71	-6%	3.3%	5%	6%
CCC1(CC)NC(=O)N(CC(=O)OC(C)C(=O)Nc2cc([N+](=O)[O-])ccc2OC)C1=O (stereo not given)	.	.	-3%	.	.	0.0%[50 µM]	0.4	50	-7%	-0.2%	-4%	2%
Cc1cccc(CN2CCN(CC(=O)NCCCN3CCCC3=O)C2=O)c1	0	-6	-8%	i	7	0.6%	-0.5	50	-10%	0.9%	-6%	5%
CC(=O)C1=C(c2ccccc2)OC(N)=C(C#N)C1c1ccc(O)cc1 (stereo not given)	-18	6	-5%	i	7	1.1%	-0.3	76	3%	0.9%	2%	7%
CC1CCc2cc(F)ccc2N1C(=O)CCC(=O)O (stereo not given)	12	5	-2%	i	7	0.9%	-1.6	33	3%	0.7%	6%	-1%
COc1ccc2c(c1)C(SCC(=O)NCCc1ccc(Cl)cc1)CC(C)(C)O2 (stereo not given)	17	-14	-3%	i	15	-3.5%	2.3	59	-2%	0.8%	-3%	19%
COC(=O)c1ccccc1NC(=O)Nc1nnc(N2CCC(C)CC2)s1	14	12	13%	i	1	-1.0%	8.2	77	-2%	1.7%	1%	-5%
Cc1ccccc1NC(=O)COc1ccc(Br)cc1C	8	-7	-11%	i	-11	2.3%[50 µM]	5.3	62	-6%	-0.9%	2%	8%
CCCc1cc(C(=O)Nc2ccc(C(=O)c3ccccc3)cc2)n(C)n1	.	.	4%	.	.	-0.3%	2.5	49	2%	1.4%	-2%	13%
O=C(COc1ccc2c(c1)oc(=O)c1ccccc12)N[C@@H](Cc1c[nH]c2ccccc12)C(=O)O	.	.	-2%	.	.	6.3%	-0.2	85	2%	0.8%	7%	22%
O=C(N1CCC(n2nc(-c3ccccc3)oc2=O)CC1)C1(c2ccccc2)CC1	.	.	2%	.	.	0.0%	0.3	74	-6%	2.6%	5%	2%
Oc1ccc(/C=N/N2CCN(C3c4ccccc4-c4ccccc43)CC2)c(O)c1	98*	95*	-4%	i	7	0.5%	43*	26*	-3%	?	4%	16%
O=C(NCc1ccccc1)C(Cc1ccccc1)N1C(=O)C2C3CCC(C3)C2C1=O (stereo not given)	-2	6	13%	i	5	0.1%	-2.2	95	-6%	0.6%	-2%	-4%	NS5 inhibitors pilot replicate=-4.9
COC(=O)c1ccc(Cl)c(NC(=O)CN(c2ccc(OC)cc2)S(=O)(=O)c2ccccc2)c1	.	.	.	i	5	0.6%	0.4	40	.	1.9%	3%	.
COc1ccc(Cc2nc3ccc(C(=O)NC(C)Cc4ncccc4C)cc3o2)cc1OC (stereo not given)	.	.	-8%	.	.	-0.1%	3.1	49	-6%	13%	-1%	22%
CCOC(=O)c1nn(-c2ccc(C)c(C)c2)c(=O)c2c(N)scc12	2	7	5%	i	-4	0.2%	2.9	95	-4%	1.3%	14%	10µM*
CC(C)CC(=O)Nc1ccc(C(=O)COc2ccc(-c3nnco3)cc2)cc1	2	-5	-2%	i	3	3.9%	5.0	56	0%	2.6%	-11%	18%
O=C(COc1ccc(Cl)cc1)Nc1nnc(C2=COCCO2)o1	10	-20	4%	i	7	1.2%	-0.5	57	-1%	1.3%	-4%	?
Cc1ccc(C)c(S(=O)(=O)NCc2ccc(C(=O)N3CCCCCC3)cc2)c1	10	7	-2%	i	19	0.3%[50 µM]	3.4	83	5%	4.6%	0%	1%
CC(C)[C@H](NC(=O)c1ccccc1)C(=O)OCc1nc2scc(-c3ccccc3)c2c(=O)[nH]1	-14	-6	-16%	i	-4	0.6%	3.2	61	5%	10%	-4%	17%
COCCn1c(-c2ccccc2)nc2c(c(=O)c3ccccc3n2C)c1=O	0	-19	-8%	i	-11	.	-0.3	56	-8%	?	.	11%
Cn1c(=O)n(Cc2ccco2)c(=N)c2c3c(sc21)CCC3	-1	2	-14%	i	1	8.4%	0.7	51	0%	21%	-1%	-4%
Cn1c(N2CCOCC2)c(C=O)c2ccccc21	.	.	14%	.	.	0.0%	-0.3	75	-1%	5.2%	-5%	9%
COc1ccc2cc3cc(C(=O)N(C)C4CCCCC4)oc3nc2c1	.	.	-2%	.	.	0.2%	8.6	54	3%	5.0%	7%	8%
O=C(CCN1C(=O)c2ccccc2C1=O)N1CCOCC1	-5	-18	-4%	i	-9	3.9%	-4.2	91	-4%	1.5%	-8%	-4%
O=C(/C=C/c1ccco1)NC(=S)Nc1cc(-c2nc3ccccc3s2)ccc1Cl	10	-3	3%	i	-10	-0.6%	.	.	6%	0.2%	-1%	41%
c1ccc2c(c1)nc(N1CCOCC1)c1c3ccccc3[nH]c21	-14	-38	17%	i	21	1.4%	13	88	-3%	-1.1%	-2%	13%
